MPTP inh – mitochondrial permeability transition pore inhibitors, primary screen, biochemical, isolated mouse mitochondria, absorbance. AID 602449, 2012. 1.4% of 360,000 active. Ca2+ swelling absorbance, 30 min. inhibition, % at 10 µM;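 active means inhibition of 50% or more, scaled per plate between neutral and stimulator controls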;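 further: 0% = DMSO wells given calcium and 100% = 1 mM EGTA wells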
PfGluPho inh – PfG6PD enzyme inhibitors, primary screen, biochemical, fluorescence intensity, uHTS; glucose-6-phosphate dehydrogenase-6-phosphogluconolactonase (Plasmodium falciparum 3D7); PfGluPho enzyme, NADPH resazurin-diaphorase fluorescence; inhibition, % at 20 µM; 0.78% of 350,000 active; AID 504690, 2011;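 active means inhibition reaching at least a set limit at 20 µM in the primary screen, cut at about 59% in these data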;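 further: 0% = DMSO wells with substrate and 100% = DMSO wells lacking glucose-6-phosphate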
SENP8 block – human SENP8 protease inhibitors, primary screen, biochemical, fluorescence, Nedd8 protein substrate, uHTS; recombinant SENP8; 0.64% of 360,000 active; AID 602440, 2012; inhibition, % at 20 µM; in the data active means inhibition mostly above about 40%, no sharp cut-off; inactive means mostly below about 27%
Target sequence (Q96LD8 whole entry, looked up): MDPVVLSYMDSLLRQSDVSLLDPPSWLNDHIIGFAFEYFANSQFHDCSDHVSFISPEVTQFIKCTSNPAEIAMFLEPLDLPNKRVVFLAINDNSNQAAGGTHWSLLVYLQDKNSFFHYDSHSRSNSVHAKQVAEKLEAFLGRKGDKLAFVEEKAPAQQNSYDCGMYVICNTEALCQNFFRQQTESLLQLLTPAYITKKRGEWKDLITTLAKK
SENP1 inh – human SENP1 catalytic domain inhibitors, primary screen, biochemical, FRET, uHTS; recombinant SENP1 catalytic domain, CyPet-SUMO1-YPet FRET cleavage; inhibition, % at 10 µM; 0.21% of 360,000 active; AID 624204, 2012;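 active means inhibition at least 30% at 10 µM, raw YFP signal under a set limit, fluorescence ratio 0.5 to 1.5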;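 further: 0% = enzyme with DMSO and 100% = no enzyme wells; some results filed as inactive read as strong as hits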
Target sequence (Q9P0U3 419-644 limits assumed): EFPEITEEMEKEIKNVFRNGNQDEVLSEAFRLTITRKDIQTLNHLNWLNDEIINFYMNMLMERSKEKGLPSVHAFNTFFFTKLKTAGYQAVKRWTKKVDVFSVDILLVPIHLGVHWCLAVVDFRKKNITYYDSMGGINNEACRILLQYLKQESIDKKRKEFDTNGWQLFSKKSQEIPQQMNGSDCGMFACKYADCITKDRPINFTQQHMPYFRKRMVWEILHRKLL
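system = hSENP1 catalytic domain, recombinant | reagent = SFCypet-SUMO1-SFYpet substrate at 25 nM | doses = one dose per compound, 10 µM, 0.5% DMSO | incubation = enzyme reaction for 50 min at room temperature, dark | measured by = FRET, CFP and YFP emission | controls = no-enzyme low, enzyme-DMSO high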
hIAP activ – human IAP activators, primary screen, biochemical, luminescence, uHTS; Intestinal-type alkaline phosphatase (Homo sapiens), P09923; 0.16% of 330,000 active; AID 2524, 2010; activation factor at 10 µM; purified human IAP, CDP-Star luminescence, 30 min; stronger effect = higher value; 1 = vehicle-only enzyme, 0 = enzyme-free background;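 active means activation factor of the enzyme at least 2-fold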; further: the source names both 10 and 20 µM as test concentration; values of inactives mirror those of a sister screen read the other way
ATG4B inhibitor – ATG4B protease inhibitors, primary screen, biochemical, fluorescence, uHTS; Cysteine protease ATG4B (Homo sapiens), Q9Y4P1; ATG4B cleavage of LC3-PLA2, NBD-HPC fluorescence, 1 h; inhibition, % at 8.33 µM; 0.51% of 340,000 active; in the data active means inhibition above about 40%
Target sequence (Q9Y4P1 whole entry, looked up): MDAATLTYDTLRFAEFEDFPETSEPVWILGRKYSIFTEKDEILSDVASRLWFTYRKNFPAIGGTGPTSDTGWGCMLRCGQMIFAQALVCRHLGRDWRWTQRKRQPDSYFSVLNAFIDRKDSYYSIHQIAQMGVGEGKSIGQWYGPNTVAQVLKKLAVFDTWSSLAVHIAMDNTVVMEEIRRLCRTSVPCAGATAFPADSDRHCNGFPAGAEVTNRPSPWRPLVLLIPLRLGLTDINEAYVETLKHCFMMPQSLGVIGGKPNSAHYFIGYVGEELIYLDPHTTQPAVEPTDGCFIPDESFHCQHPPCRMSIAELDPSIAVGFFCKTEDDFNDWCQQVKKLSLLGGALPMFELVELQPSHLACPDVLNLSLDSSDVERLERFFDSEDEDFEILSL
NR3A LBD binder – binders of NR3A ligand-binding domain, primary screen, biophysical, differential scanning fluorimetry, uHTS | Glutamate receptor ionotropic, NMDA 3A (GRIN3A) ligand-binding domain | NR3A LBD differential scanning fluorimetry, Tm shift; 0% = protein alone, 100% = glycine-bound protein | Tm shift relative to glycine control, % at 25 µM | 2.5% of 340,000 active;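 active means melting temperature shift of at least 10% of the positive control shift, at one fixed dose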
SENP6 block – SENP6 protease inhibitors, primary screen, biochemical, luminescence, uHTS. Sentrin-specific protease 6 (Homo sapiens), Q9GZR1. Recombinant SENP6 catalytic domain, aminoluciferin luminescence. inhibition, % at 10 µM. 1.8% of 330,000 active;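 active means inhibition above about 50% at the single tested dose, limit read from the data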;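 further: plate controls were DMSO wells with enzyme for no effect and DMSO wells lacking enzyme for full effect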
* hit, by the source's call; / = no result given.

canonical_smiles	MPTP inh	PfGluPho inh	SENP8 block	SENP1 inh	hIAP activ	ATG4B inhibitor	NR3A LBD binder	SENP6 block
C(=N\N(c1ccccc1)c1ccccc1)/c1ccc2c(c1)OCO2	4.5	-3	6	2	0.95	6	-2	-4
Cc1cc(C(=O)OCC(=O)NC2CC2)ccc1[N+](=O)[O-]	-1.4	6	12	1	1	-11	1	-16
CCn1cc(C2CC(=O)NC2=O)c2ccccc21 (stereo not drawn)	0.7	0	-10	-4	0.98	-5	1	1
Brc1ccc(-c2nnc(-c3ccccc3)o2)o1	2.2	-11	-39	0	0.9	-3	0	67*
COc1ccc(CCC(C)Nc2cccc(C)c2)cc1 (stereo not drawn)	6.2	18	11	1	0.97	2	4	-5
O=C(c1cnccn1)N1CCN(S(=O)(=O)c2ccc3ccccc3c2)CC1	0.8	-20	11	0	1.1	-7	-1	-11
Cc1cccc(C(=O)NC(NC(=S)Nc2ccc(S(N)(=O)=O)cc2)C(Cl)(Cl)Cl)c1 (stereo not drawn)	-0.3	19	22	2	0.97	1	0	0
COc1ccc(CCN2CC(C(=O)OC(C)C(=O)Nc3cccc(Cl)c3)CC2=O)cc1OC (stereo not drawn)	-3.2	4	14	0	1	-13	2	-6
O=c1cc(-c2ccco2)oc2ccc(Cl)cc12	-6.3	14	-401	0	/	-8	2	/
O=C(Cc1ccc([N+](=O)[O-])cc1)N1CCCCCC1	-0.7	-1	13	-1	0.89	-8	-2	9

canonical_smiles	MPTP inh	PfGluPho inh	SENP8 block	SENP1 inh	hIAP activ	ATG4B inhibitor	NR3A LBD binder	SENP6 block
CC1=CC(=O)N(c2ccc(C)cc2)C1c1ccc(Cl)cc1 (stereo not drawn)	0.9	-2	16	3	1	1	0	5
CCNC(=O)C(=O)N1CCC2(CC1)OCCN2S(=O)(=O)c1ccc(C)cc1	0.0	-9	5	2	1	7	1	0
COc1ccc(OC)c(S(=O)(=O)N2CCC(C(=O)Nc3cccc(C)c3)CC2)c1	0.9	-3	8	-3	1.2	-23	-4	-2
CCOc1ccccc1NC(=O)C(=O)/C=C(\O)c1cc(OC)ccc1OC	1.9	-24	-9	-4	0.96	-6	-7	11
Clc1cccc(CN2CCc3c([nH]c4ccccc34)C2)c1	0.2	0	-78	-24	1.1	7	-4	-6
O=C(O)COCC(=O)NCc1csc2ccccc12	-0.5	-33	8	2	1.3	-3	1	5
CCn1c(SCC(=O)Nc2ccccc2)nnc1C1CCCCC1	1.4	4	3	2	0.99	2	-1	-8
COc1ccc(OC)c2sc(N(CCN(C)C)C(=O)/C=C/c3cccs3)nc12	0.0	8	23	0	1.3	-9	-1	-6
COc1ccc(CC2(C)OC(c3ccc([N+](=O)[O-])cc3)=NN2C(C)=O)cc1 (stereo not drawn)	3.1	3	7	2	1.1	-1	-4	-7
Cc1ccc(S(=O)(=O)Nc2ncnc3ccccc23)cc1	-0.5	-40	-322	-79	1.1	4	1	10

canonical_smiles	MPTP inh	PfGluPho inh	SENP8 block	SENP1 inh	hIAP activ	ATG4B inhibitor	NR3A LBD binder	SENP6 block
Nc1cc(N)nc(SCC(=O)Nc2cc(S(=O)(=O)N3CCOCC3)ccc2Cl)n1	-0.4	-3	12	-2	0.93	-1	0	-27
COCCNC(=S)NNC(=O)c1ccco1	-0.8	-4	12	1	0.96	9	3	1
CC(Sc1nnc(-c2cccs2)n1N)C(=O)NCC1CCCO1 (stereo not drawn)	0.0	3	4	2	1	-2	0	0
COc1ccc2c(c1)C(C)=CC(C)(C)N2C(=O)C(C)N1C(=O)c2ccccc2C1=O (stereo not drawn)	0.5	14	18	-1	1	-6	-1	-10
Cc1cc(=O)oc2c(CN3CCC(C)CC3)c(O)c(Cl)cc12	-0.7	16	-304	-177	0.92	-6	0	-4
O=C(Nc1ccc2c(c1)S(=O)(=O)N=C1CCCCCN12)c1ccccc1Cl	0.1	6	6	0	0.92	-9	0	14
Cc1nc(N2CCN(C(=O)c3ccco3)CC2)c2c3c(sc2n1)CCCC3	1.0	-22	-13	0	1.1	68*	-3	-2
COC(=O)C1CC(=O)N(Cc2ccccc2)C1 (stereo not drawn)	-0.4	-6	6	2	0.91	-6	1	-1
CCOC(=O)c1c(CC(C)C)csc1NC=O	45	18	32	-1	1	5	2	-25
Cc1ccc(C(=O)Nc2nnc(S(=O)(=O)N3CCN(c4ccc(F)cc4)CC3)s2)cc1	20	15	-158	-1	1	6	8	-4

6 entries from above in a different format:
The line under a structure holds: MPTP inh	PfGluPho inh	SENP8 block	SENP1 inh	hIAP activ	ATG4B inhibitor	NR3A LBD binder	SENP6 block
> CCn1c(SCC(=O)Nc2ccccc2)nnc1C1CCCCC1
→ 1.4	4	3	2	0.99	2	-1	-8
> COc1ccc(OC)c2sc(N(CCN(C)C)C(=O)/C=C/c3cccs3)nc12
→ 0.0	8	23	0	1.3	-9	-1	-6
> COc1ccc(CC2(C)OC(c3ccc([N+](=O)[O-])cc3)=NN2C(C)=O)cc1 (stereo not drawn)
→ 3.1	3	7	2	1.1	-1	-4	-7
> Cc1ccc(S(=O)(=O)Nc2ncnc3ccccc23)cc1
→ -0.5	-40	-322	-79	1.1	4	1	10
> Nc1cc(N)nc(SCC(=O)Nc2cc(S(=O)(=O)N3CCOCC3)ccc2Cl)n1
→ -0.4	-3	12	-2	0.93	-1	0	-27
> COCCNC(=S)NNC(=O)c1ccco1
→ -0.8	-4	12	1	0.96	9	3	1

New compounds follow
canonical_smiles	MPTP inh	PfGluPho inh	SENP8 block	SENP1 inh	hIAP activ	ATG4B inhibitor	NR3A LBD binder	SENP6 block
O=C(CSc1ccc(Cl)cc1)Nc1nnc(-c2cccc([N+](=O)[O-])c2)s1	5.7	-20	20	3	1	3	-2	4
O=C(CN(Cc1ccc(Cl)c(Cl)c1)S(=O)(=O)c1ccccc1)N/N=C\c1ccc2c(c1)OCO2	5.4	22	32	2	1.3	-18	5	7
CSCC[C@H](NC(=O)OC(C)(C)C)c1nnc(SCC=C(C)C)o1	5.0	7	10	-1	0.94	-3	-2	-7
CC(=O)Nc1ccccc1OCC(=O)N(Cc1ccccc1)C(C)C	0.0	-4	7	0	0.95	-4	-3	-9
O=C(CNc1ccc2ccccc2c1)N/N=C/c1ccc(C(=O)O)cc1	2.8	-6	-203	-15	1	1	1	-10
COc1ccc(C(CNS(=O)(=O)c2ccc(F)cc2)N2CCN(C)CC2)cc1 (stereo not drawn)	-0.8	-9	12	1	0.9	6	-2	-1
COc1ccc(CCC(=O)NCc2ccccc2OC)cc1	-0.3	0	22	1	1.2	3	2	1
Cc1cccc(C(=O)NCC(=O)OCC(=O)NCCNC(=O)COC(=O)CNC(=O)c2cccc(C)c2)c1	0.7	-5	15	1	0.98	3	2	-2
CCCOc1ccc(N2C(=O)CC(NNC(=O)c3ccc(COc4ccccc4)o3)C2=O)cc1 (stereo not drawn)	0.6	-1	16	1	1.1	-5	-1	-13
NC(=O)c1ccc(NC(=O)COC(=O)c2ccccc2Nc2ccccc2)cc1	2.5	-10	-179	1	1.1	-4	3	-1

canonical_smiles	MPTP inh	PfGluPho inh	SENP8 block	SENP1 inh	hIAP activ	ATG4B inhibitor	NR3A LBD binder	SENP6 block
NC(=O)NC1(C(=O)O)CCCC1	-0.7	-9	9	1	/	9	1	/
CCCCCC(=O)N1CC2(C)CN(C(=O)CCCCC)CC(C)(C1)C2=O	-1.4	6	25	2	1	2	0	-2
NC(=O)c1nn(-c2ccccc2)nc1NC(=O)CN1CCOCC1	1.1	-12	-31	2	0.89	-2	0	0
Cc1ccccc1NC(=O)Nc1ccccc1C(N)=O	1.2	11	-4	2	1.7	-14	-6	-6
Cc1cc(Br)ccc1NC(=O)CNC(=O)Cc1ccc(S(=O)(=O)N2CCOCC2)s1	-0.5	-8	1	-3	0.99	7	-3	5
COc1ccc(NC(=O)CN2CCN(c3ccc(F)cc3)CC2)cc1	0.1	17	11	-1	0.98	1	-10	3
O=C1C2CCCN2C(c2ccccc2F)N1c1ccc(Cl)cc1 (stereo not drawn)	-0.3	-10	3	0	1.2	-7	1	-15
Cc1ccc(N/C=C2\CCCCC2=O)nc1	-0.1	18	-4	2	0.98	1	-1	-22
Cn1c(=NN=Cc2ccccc2OCCO)sc2ccccc21	4.7	11	14	0	/	/	/	/
CCc1ccccc1N1C(=O)CC(Sc2nccc(C)n2)C1=O (stereo not drawn)	0.2	13	14	1	1.3	-3	-3	5

canonical_smiles	MPTP inh	PfGluPho inh	SENP8 block	SENP1 inh	hIAP activ	ATG4B inhibitor	NR3A LBD binder	SENP6 block
COc1ccc(CCn2c(C)cc(C(=O)CSc3nnnn3-c3ccccc3)c2C)cc1	7.8	4	18	0	0.98	-3	2	7
C=CCC1(/C=N/O)CCOC(C)(C)C1 (stereo not drawn)	-0.4	-8	9	2	1.2	4	1	3
Cc1ccc(CNC(=O)C2CC(=O)N(CCC(C)C)C2)cc1 (stereo not drawn)	1.6	-1	34	5	1	-6	-1	-7
C=CCc1cccc(OC)c1OCCOCCNCCO	2.1	-9	11	8	0.9	-2	-1	-6
CCC(=O)NC1(C(F)(F)F)C(=O)Nc2c1c(=O)[nH]c(=O)n2CC(C)C (stereo not drawn)	0.7	-8	11	4	1	-1	-1	-5
C[C@@H]1CN([C@H](C)CO)C(=O)CCCn2nncc2CO[C@@H]1CN(C)C(=O)OCc1ccccc1	0.2	-10	-6	0	/	/	/	/
CCC(CC)NC(=O)COC(=O)c1ccc(OCc2ccc(C(C)=O)cc2OC)c(OC)c1	1.3	-15	16	-5	1	-4	0	17
CC1CCCCC1NC(=O)NC(=O)COC(=O)C1=NN(c2ccccc2)C(=O)CC1 (stereo not drawn)	-0.5	2	4	1	1	-6	0	-3
O=C(CSc1nc2ccccc2s1)NCCOc1ccccc1	1.5	15	17	1	1.1	-1	-9	-20
CCOc1ccc(Nc2oc(-c3cccc(Cl)c3)nc2C#N)cc1	0.3	4	-309	-4	0.83	-2	-1	-1
CCN(CC)S(=O)(=O)c1ccc2[nH]c(=O)cc(C(=O)Nc3ccccc3N3CCOCC3)c2c1	-0.3	9	0	-1	0.82	-3	2	10

Assay outcomes: PubChem BioAssay, Sanford-Burnham Center for Chemical Genomics
